# Screens: PubChem BioAssay, several laboratories
# S1P4 antag = blocks the human S1P4 receptor; S1P4-expressing cells, antagonist mode, reporter read-out; AID 1510; O95977; inhibition, % at 4.98 µM; actives 0.26% (n = 220,000); in the data active means inhibition above about 29%;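 further: 0% = wells stimulated with agonist and 100% = vehicle wells without agonist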
# Target sequence (O95977 whole entry, looked up): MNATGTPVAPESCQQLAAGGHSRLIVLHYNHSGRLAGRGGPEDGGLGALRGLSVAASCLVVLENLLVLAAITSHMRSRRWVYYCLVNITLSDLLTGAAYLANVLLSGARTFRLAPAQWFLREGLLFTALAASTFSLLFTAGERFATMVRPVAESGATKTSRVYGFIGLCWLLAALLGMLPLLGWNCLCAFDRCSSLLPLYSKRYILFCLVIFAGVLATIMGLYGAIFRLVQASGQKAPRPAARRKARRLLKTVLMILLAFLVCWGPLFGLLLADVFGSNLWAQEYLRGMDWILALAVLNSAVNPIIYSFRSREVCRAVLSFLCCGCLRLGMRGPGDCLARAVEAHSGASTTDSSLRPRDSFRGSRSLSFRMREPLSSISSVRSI
# EP2 mod = modulates human prostaglandin E2 receptor EP2 signaling; EP2-expressing cells, cAMP HTRF FRET, PGE2 co-stimulation; induction, % at 25 µM; actives 0.83% (n = 260,000); AID 940;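 active means compounds whose cAMP rise, as percent of the full-agonist control response, exceeds 60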;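 further: rat C6 glioma line stably carrying human EP2 under a CMV promoter; the protocol text gives 20 µM as final concentration; 100% = response of wells given 1 µM PGE2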
# BaF3 tox = counter-screen for JAK2V617F inhibitors: parental Ba/F3 viability inhibitors; CellTiter-Glo ATP luminescence; inhibition, % at 5.6 µM; actives 1.1% (n = 220,000); AID 1486;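 active means inhibition above a per-campaign cutoff, the mean inhibition of all tested compounds plus 3 SD, cut at about 27% in these data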;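 further: 0% = DMSO wells and 100% = JAK Inhibitor I control wells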
# TRPN1 ag = agonists of zebrafish TRPN1 channel. HEK293 zebrafish TRPN1-YFP, Fluo-8 calcium fluorescence; 100% = response to 87 µM carbachol. activation, % at 3 µM. actives 0.18% (n = 220,000). AID 1424;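 active means activation above its plate's cutoff, the mean activation of test wells on that plate plus 3 SD, cut at about 19% in these data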;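 further: 0% = DMSO alone and 100% = 87 µM carbachol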
#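 System: zebrafish TRPN1-YFP in HEK293 cells / Dosing: 3 µM single point / Timing: dye loading 1 h at 37 °C, then 30 min room temperature / Signal: Fluo-8 calcium fluorescence, excitation 470-495 nm, emission 515-575 nm / Read-out basis: percent activation from peak over basal fluorescence ratio, control-normalized / Control set: high carbachol 87 µM, low DMSO alone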
# S1P4 ag = agonists of human S1P4 receptor; S1P4-expressing cell line, agonist reporter assay; activation, % at 4.98 µM; actives 0.35% (n = 220,000); AID 1509; in the data active means activation above about 11%;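 further: 0% = DMSO vehicle and 100% = reference agonist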
# Ba/F3 V617F tox = lowers viability of Ba/F3 cells expressing EpoR and JAK2V617F; AID 1446; inhibition, % at 5.6 µM; ATP luminescence; actives 1.1% (n = 220,000);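 active means inhibition above the campaign mean plus 3 SD over all tested compounds, cut at about 24% in these data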;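 further: cytokine-independent growth of Ba/F3 cells driven by EpoR plus mutant JAK2; 0% = DMSO-treated cells and 100% = JAK inhibitor I control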
# PERK inh = inhibitors of human PERK kinase | inhibition, % at 5.6 µM | actives 0.17% (n = 220,000) | CHO PERK-DD fusion, SEAP luminescence translation reporter | Q9NZJ5 | AID 1416;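 active means inhibition above the mean inhibition of all tested compounds plus 3 SD, set separately per screening campaign, cut at about 2.9% in these data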;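 further: PERK kinase domain activated by AP20187 dimerizer at 100 nM; 0% = DMSO with dimerizer and 100% = rapamycin at 8.4 µM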
# TRPML3 agonist = activates the human TRPML3 channel; HEK293 TRPML3-YFP, Fluo-8 calcium fluorescence; 100% = the carbachol control signal; actives 0.29% (n = 220,000); Q8TDD5; activation, % at 3 µM;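 active means activation above its plate's cutoff, the mean activation of the plate's test wells plus 3 SD, cut at about 12% in these data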;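 further: 0% = DMSO only wells and 100% = carbachol wells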
# Target sequence (Q8TDD5 whole entry, looked up): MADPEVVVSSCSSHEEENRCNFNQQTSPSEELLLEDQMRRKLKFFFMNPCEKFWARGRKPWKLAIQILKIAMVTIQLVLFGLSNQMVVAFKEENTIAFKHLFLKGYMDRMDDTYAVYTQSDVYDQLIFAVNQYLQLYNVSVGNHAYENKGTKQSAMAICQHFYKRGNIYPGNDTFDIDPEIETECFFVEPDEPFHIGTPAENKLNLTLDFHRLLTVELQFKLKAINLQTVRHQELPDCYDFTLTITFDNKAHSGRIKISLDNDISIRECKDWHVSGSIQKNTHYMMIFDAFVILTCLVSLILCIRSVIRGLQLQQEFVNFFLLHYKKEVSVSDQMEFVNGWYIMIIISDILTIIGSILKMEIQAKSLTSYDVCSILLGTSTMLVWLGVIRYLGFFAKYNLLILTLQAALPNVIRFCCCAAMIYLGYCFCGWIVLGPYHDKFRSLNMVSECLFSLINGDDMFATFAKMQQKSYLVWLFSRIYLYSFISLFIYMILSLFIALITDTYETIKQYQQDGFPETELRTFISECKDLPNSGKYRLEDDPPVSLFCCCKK
#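 Test system: TRPML3-YFP stable HEK293 cells. Doses: single point at 3 µM. Incubation: dye loading 1 h 37 °C then 30 min ambient, 125 s read. Signal: Fluo-8 calcium dye fluorescence, ex 470-495, em 515-575 nm. Measure: percent activation from peak-to-basal fluorescence ratio, scaled between DMSO and carbachol.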
# Calpain2 inh = blocks pig calpain II enzyme activity. purified calpain II, fluorogenic peptide substrate, 30 min. inhibition, % at 16 µM. actives 0.37% (n = 220,000). AID 1236;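 active means inhibition above about 50%, limit read from the data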
# The depositor's hits bear a star; i = inactive; & = joins results of further samples; ! = a repeat was not active. Not all compounds are listed; rates above refer to the full screens.
SMILES,S1P4 antag,EP2 mod,BaF3 tox,TRPN1 ag,S1P4 ag,Ba/F3 V617F tox,PERK inh,TRPML3 agonist,Calpain2 inh
CCC(=NCCN1CCCCC1)c1c(O)n(C)c(=O)n(C)c1=O,-15,-5,-2,0.6,0.0,-5,1.0,0.0,6
O=C(c1c[nH]c2ccc(S(=O)(=O)N3CCC4(CC3)OCCO4)cc2c1=O)N1CCC2(CC1)OCCO2,-20,8,3,-0.3,0.3,1,0.5,0.8,-72
Cc1ccc2cccc(OC(=O)N(C)c3ccccc3)c2n1,-33,30,5,1.9,1.8,3,-0.2,0.5,-7
Fc1cccc(F)c1-c1nc(-c2ccc(Cl)cc2)no1,10,-7,4,0.1,-2.5,-3,0.5,-0.7,-4
CC(Cc1ccccc1)[n+]1cc(/N=C(\[O-])N(C)C)on1 (stereo not drawn),-10,31,6,0.4,3.3,6,0.6,0.1,-12
COc1ccc(OC)c(-n2c(O)c(/C=C3\C(C)=Nc4ccccc43)c(=O)[nH]c2=O)c1,2,-19,0,-0.9,-1.0,-2,0.3,0.9,-30
O=c1[nH]c(=O)n(-c2ccccc2)c(O)c1C=NC12CN3CN(CN(C3)C1)C2,-6,7,4,0.8,0.1,-2,0.7,1.1,-6
c1ccc(-c2[nH]c[n+](CC3CO3)c2-c2ccccc2)cc1 (stereo not drawn),-12,17,8,-1.4,-2.1,0,0.4,0.6,-147
C=CCN1C(=O)C2(C(C(=O)OCC)=C(N)Oc3ccccc32)C2=C1CCCC2=O (stereo not drawn),-2,7,1,1.5,-0.5,-3,-0.1,0.3,-23
CCn1c(=O)n(CC)c2cc([N+](=O)[O-])c(N3CCNCC3)cc21,-20,7,3,1.6,-1.3,2,0.2,3.4,12
CC(C(=O)c1c[nH]c2ccccc12)N1CCSCC1 (stereo not drawn),5,-22,6,0.3,-0.6,-1,0.9,0.3,19
COc1ccc2c(c1)c(C(=O)CN1CCN(C)CC1)c(C)n2Cc1ccccc1,-10,-12,4,-1.9,-1.4,-6,-1.3,-0.5,-18
C=CCn1c(O)c(C=NC2CCN(Cc3ccccc3)CC2)c(=O)[nH]c1=O,-6,-18,2,2.4,-0.7,1,-0.6,0.3,-10
O=C(c1cccn2c(=O)c3ccc(Cl)cc3nc12)N1CCC2(CC1)OCCO2,-13,7,1,0.6,0.1,0,0.3,0.6,i
CN(C)c1ccc2c(c1)N=C(c1ccco1)OP2(=S)N1CCOCC1 (stereo not drawn),12,3,3,1.9,0.2,0,2.0,-0.4,-35
Cc1ccccc1NP(=O)(Oc1ccccc1F)Oc1ccccc1F,6,-9,6,0.5,3.8,0,-0.7,0.3,29
CCOC(=O)C1=C(C)OC(N)=C(C(=O)OCC)[C@@]12C(=O)N(CC(N)=O)c1ccccc12,2,3,2,1.4,1.9,-2,1.5,0.7,4
COc1ccc(CN2CCN(Cc3ccccc3)CC2)c(OC)c1,-5,9,5,0.7,-0.6,-2,-0.5,0.6,-25
COc1ccc(C2C(C(=O)N3CCC4(CC3)OCCO4)CC(=O)N2c2ccc(OC)cc2)cc1 (stereo not drawn),-7,12,9,0.8,0.5,-3,-0.1,0.5,-22
COc1ccc(CN2CCCCC2c2cccnc2)cc1C (stereo not drawn),-8,-4,-4,-0.8,-2.3,-4,1.0,0.0,-2
Cc1cc(C)cc(N2C(=O)NC(=O)/C(=C\c3cc(C)n(C)c3C)C2=O)c1,-12,-18,-2,0.0,-0.2,-1,-0.3,0.7,-72
O=C(c1n[nH]c(=O)c2ccccc12)N1CCC2(CC1)OCCO2,-13,10,0,0.8,-0.8,-1,0.4,0.8,-23
CC(C)(C)NC(=O)C1CC2CCCCC2CN1 (stereo not drawn),2,-19,5,2.5,0.5,0,1.0,1.4,-17
O=C(NC1(C(F)(F)F)Oc2ccccc2O1)N1CCC2(CC1)OCCO2,3,17,4,0.9,0.8,8,-0.6,0.2,19
C=CCN1C(=O)NC(=O)/C(=C/c2ccoc2)C1=O,-12,-68,-1,7.2,-0.7,-5,0.8,2.7,-2
COc1ccc(C=C2C(=O)N(C)C(=O)N(C)C2=O)cc1CSc1ccccn1,-23,1,0,-2.2,0.1,-3,0.4,0.6,-3
CCOc1ccc(N2C(=O)NC(=O)/C(=C\c3ccc(N4CCOCC4)cc3C)C2=O)cc1,-25,-57,5,2.2,2.7,-4,0.1,0.4,-5
CN1CCN(c2ccc(S(C)(=O)=O)cc2[N+](=O)[O-])CC1,-10,-1,3,2.1,-0.4,-1,1.0,0.9,9
CCC(C(=O)N1CCC2(CC1)OCCO2)c1ccccc1 (stereo not drawn),0,1,2,0.3,0.4,-3,0.9,1.5,-10
Cc1ccccc1OCCN=Cc1c(O)n(C)c(=O)n(C)c1=O,-15,6,5,4.7,-1.0,11,-0.5,0.3,9
CN1C(=O)C(=CN2CCN(C(=O)c3ccco3)CC2)C(=O)N(C)C1=S,-6,22,0,-0.4,0.3,-3,0.1,0.6,-1
Cc1ccc(O)c(CN2CCN(c3ccccc3)CC2)c1,-3,-1,6,0.5,-0.1,2,-0.9,-0.5,-11
COc1ccc(C2=CC(c3ccc(OC)c(OC)c3)c3c(c4ccccc4oc3=O)O2)cc1OC (stereo not drawn),-11,1,-1,0.8,0.3,0,0.1,0.5,-37
Cc1cc(/C=C2\C(=O)NC(=O)N(Cc3ccco3)C2=O)c(C)n1-c1ccc(C(=O)O)cc1,4,2,1,3.0,-2.3,-1,1.0,1.3,-23
O=C1NC(=O)N(c2ccccc2)C(=O)/C1=C\c1ccc2c3c(cccc13)CC2,-13,-2,7,-0.5,1.1,-2,0.7,0.3,-254
Fc1ccccc1CCNCc1ccccc1,0,24,2,-1.4,-0.6,-6,-0.5,1.0,-12
O=C1NC(=O)N(CCc2ccc(F)cc2)C(=O)/C1=C/c1ccco1,12,-70,0,4.9,1.8,-3,1.8,2.9,-5
O=c1[nH]c(O)c(C=Nc2ccccc2Oc2ccccc2)c(=O)[nH]1,-1,9,3,-0.3,0.9,0,1.2,0.3,-113
COCCNC(=O)c1c(N)n(CCC(C)C)c2nc3ccccc3nc12,8,42,0,-0.8,-2.2,-5,-1.1,1.3,i
CCCC12CN3CC(CCC)(CN(C1)C3c1ccccn1)C2=O (stereo not drawn),0,7,11,-0.1,-0.8,3,-1.3,0.5,-45
CC(C)COc1ccc(C2(C#N)CC[N+](C)(C)CC2)cc1,-12,-10,8,-0.8,-1.8,1,-0.4,0.0,31
O=c1c2ccccc2nc(CSc2ncnc3nc[nH]c23)n1-c1ccc(Cl)c(Cl)c1,-2,-7,0,-0.8,1.5,-4,0.2,0.2,-24
Cc1cc2c(C(C)C)c(O)c(O)c(C=O)c2c(O)c1-c1c(C)cc2c(C(C)C)c(O)c(O)c(C=O)c2c1O,32*!,7&-2&-29,4&3,-0.8&0.1,0.7&-2.3,-2&-5,1.1&1.9,0.1&-0.1,55*!
Cc1cc(C)nc(-n2c(C)nc3cc(Cl)ccc3c2=O)c1,-9,-7,0,-1.9,0.5,-5,-0.6,-0.3,-20
CC1(C)CC(=O)c2cc(OCC(=O)N3CCN(Cc4ccccc4)CC3)ccc2O1,-18,-6,4,-0.1,1.0,-4,1.2,1.0,-408
CC(=O)NC1CC2CCCC(C1)N2 (stereo not drawn),-11,8,0,0.8,25*,-4,-0.1,-0.4,-28
CCOc1ccc(CN(CCCl)CCCl)cc1C(=O)OC,-19,24,1,-0.1,1.2,-2,0.7,0.1,-39
C[C@@H]1CC2(CCCC[N+]2(C)C)C[C@H]1C,-9,-13,11,0.2,0.1,-2,0.7,0.6,-2
COc1cccc(C(=O)C2CCCN(C3CCOCC3)C2)c1 (stereo not drawn),-5,-4,9,-0.8,0.3,0,0.9,1.8,-17
CN1CCN(c2ncnc(Cl)c2N)CC1,3,1,3,2.9,-1.0,1,0.1,0.7,6
OC1(c2ccc(F)cc2)CC2CCC(C1)N2Cc1nnnn1C1CCCC1 (stereo not drawn),1,-26&-12,7,1.5,-2.8,5,-0.3,1.0,8
C=Cn1ccnc1P(=S)(c1ccc(Cl)cc1)c1nccn1C=C,4,-20,4,-0.3,0.1,0,0.7,-0.6,5
COc1cc(CNCCc2ccc3c(c2)OCO3)cc(OC)c1OC,-10,-1,6,0.5,-1.2,0,-0.1,1.0,18
O=C1/C(=C/c2ccc([N+](=O)[O-])cc2)N2CCC1CC2,-7,-19,5,0.8,-1.4,-1,0.6,0.4,5
O=C(CN1CCOCC1)Nc1ccc(Br)cc1C(=O)c1ccccc1,-20,28,4,-1.0,1.2,4,-1.0,-1.1,3
CC(Cc1ccccc1)NC(=O)/C=C/c1ccc(Cl)cc1 (stereo not drawn),-8,-17,3,-0.8,0.7,-3,1.2,-0.5,-1
CC1CCN(CC(=O)c2ccccc2Cl)CC1,-11,13,5,-0.1,0.6,0,0.4,0.5,-11
COC(=O)c1cccc(N=Cc2c(O)n(Cc3ccc(F)cc3)c(=O)[nH]c2=O)c1,-19,-6,1,0.4,0.0,2,-0.3,0.3,-103
COc1ccc(C(CC(=O)N2CCC3(CC2)OCCO3)NS(=O)(=O)c2ccc(OC)cc2)cc1 (stereo not drawn),-1,18,6,2.4,-2.0,0,-0.4,-0.6,-17
Cc1ccc2c(c1)C1CN(C)CCC1N2C(=O)c1ccco1 (stereo not drawn),7,-11,3,-0.3,0.9,2,-0.5,0.8,3

# Some entries already given, reduced to S1P4 ag and EP2 mod.
Structure | S1P4 ag | EP2 mod
COc1cc(CNCCc2ccc3c(c2)OCO3)cc(OC)c1OC | -1.2 | -1
O=C1/C(=C/c2ccc([N+](=O)[O-])cc2)N2CCC1CC2 | -1.4 | -19
O=C(CN1CCOCC1)Nc1ccc(Br)cc1C(=O)c1ccccc1 | 1.2 | 28
CC(Cc1ccccc1)NC(=O)/C=C/c1ccc(Cl)cc1 (stereo not drawn) | 0.7 | -17

# (cont.)
SMILES,S1P4 antag,EP2 mod,BaF3 tox,TRPN1 ag,S1P4 ag,Ba/F3 V617F tox,PERK inh,TRPML3 agonist,Calpain2 inh
Cn1c(O)c(C(c2ccncc2)c2c(O)n(C)c(=S)n(C)c2=O)c(=O)n(C)c1=S,-4,21,5,-0.8,0.2,-3,1.8,0.0,-13
CCOc1cc2[nH]c(=S)n(CCCC(=O)N3CCC4(CC3)OCCO4)c(=O)c2cc1OCC,2,40,8,-0.7,-3.3,-1,1.1,0.7,-16
CCC(C)n1c(O)c(/C=N/N2CCOCC2)c(=O)[nH]c1=S (stereo not drawn),-3,11,7,1.1,-1.4,4,-1.1,0.8,29
Cc1ccc2c(c1)C1CN(C)CCC1N2C(=O)Cn1nnc(-c2ccccc2F)n1 (stereo not drawn),-11,15,1,2.2,0.1,-3,-1.3,1.8,10
CCN1CCN(Cc2ccc(C)cc2)CC1,-24,6,8,1.6,0.3,1,0.3,0.2,-43
CCCNC(=O)c1c(N)n(CC2CCCO2)c2nc3ccccc3nc12 (stereo not drawn),-6,39,5,0.6,5.5,-2,-0.5,0.4,i
